Cl transport mod: modulates chloride dependent transport by human KCC2. KCC2 cells, thallium flux FluoZin-2 fluorescence. B-score of Tl+ flux slope (higher = more flux/activation; lower = inhibition) at 10 µM. Q9H2X9. AID 1456. hit rate 2.2% among 190,000;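 active means thallium flux slope and its plate-corrected score both differing from the plate sample mean at a set confidence after two filtering rounds, in either direction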;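 further: slope of fluorescence scaled to starting intensity during 10 to 20 s after thallium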
EBV gp42 inh: blocks Epstein-Barr virus glycoprotein 42 binding. hit rate 0.42% among 220,000. Q1HVG2. Fluorescence polarization binding assay, mP read-out. inhibition, % (tested at 21.74 µM); in the data active means inhibition above about 50%
NCF1 inh: blocks human p47phox regulatory protein of NADPH oxidases; P14598; p47phox/p22phox peptide binding, fluorescence polarization, 2 h; inhibition, % at 24.7 µM; hit rate 0.53% among 220,000;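 further: 0% = p47phox with labelled peptide and 100% = labelled peptide alone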
thrombin 1536: thrombin (human) inhibition. P00734. alpha-thrombin, Boc-VPR-AMC fluorogenic substrate cleavage. inhibition, % at 5 µM. hit rate 0.26% among 220,000. AID 1046;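 active means inhibition at or above 40%; inactive means inhibition below 40%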;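 further: 0% = enzyme with no compound and 100% = wells without enzyme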
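System – human alpha-thrombin · Medium – pH 7.5 Tris (50 mM) with NaCl 150 mM, Tween 20 0.05% · Compound – single-point dosing at 5 µM, 0.2% DMSO · Incubation – enzyme reaction carried out at room temperature · Technique – fluorescence of released AMC, ex 355 nm, em 460 nm · Read-out basis – % inhibition of thrombin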
Rad51 HR inh: blocks human Rad51 in homologous recombination. inhibition, % at 10 µM. AID 1385. hit rate 0.085% among 200,000. hRad51 DNA strand exchange, fluorescence dequenching. Q06609;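 active means inhibition above 40% at the single screening dose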;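 further: 0% = DMSO control wells and 100% = blanks with heterologous ssDNA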
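Material: Human Rad51 nucleoprotein filaments preassembled on unlabelled ssDNA | Also added: Labelled 47-mer dsDNA for strand exchange | Dosing: Single dose, 10 µM final compound | Schedule: 30-min compound preincubation and 15-min exchange, both room temperature | Technique: Fluorescence dequenching at 485/520 nm | Measure: Percent inhibition relative to plate controls and blanks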
eIF4E 4G PPI: eIF4E/eIF4G interaction inhibition in translation initiation | P63073+Q04637 | TR-FRET eIF4E-eIF4GI(517-606) binding, 2 h | inhibition, % at 21.7 µM | hit rate 0.37% among 220,000;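 further: 0% = full FRET control wells and 100% = background wells lacking eIF4GI fragment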
Furin inh: blocks human furin protease activity; purified furin, fluorogenic substrate cleavage; inhibition, % at 30 µM; hit rate 0.061% among 220,000; AID 463115; in the data active means inhibition above about 25%; further: inactives centre near -15
Target sequence (P09958 108-714 limits assumed): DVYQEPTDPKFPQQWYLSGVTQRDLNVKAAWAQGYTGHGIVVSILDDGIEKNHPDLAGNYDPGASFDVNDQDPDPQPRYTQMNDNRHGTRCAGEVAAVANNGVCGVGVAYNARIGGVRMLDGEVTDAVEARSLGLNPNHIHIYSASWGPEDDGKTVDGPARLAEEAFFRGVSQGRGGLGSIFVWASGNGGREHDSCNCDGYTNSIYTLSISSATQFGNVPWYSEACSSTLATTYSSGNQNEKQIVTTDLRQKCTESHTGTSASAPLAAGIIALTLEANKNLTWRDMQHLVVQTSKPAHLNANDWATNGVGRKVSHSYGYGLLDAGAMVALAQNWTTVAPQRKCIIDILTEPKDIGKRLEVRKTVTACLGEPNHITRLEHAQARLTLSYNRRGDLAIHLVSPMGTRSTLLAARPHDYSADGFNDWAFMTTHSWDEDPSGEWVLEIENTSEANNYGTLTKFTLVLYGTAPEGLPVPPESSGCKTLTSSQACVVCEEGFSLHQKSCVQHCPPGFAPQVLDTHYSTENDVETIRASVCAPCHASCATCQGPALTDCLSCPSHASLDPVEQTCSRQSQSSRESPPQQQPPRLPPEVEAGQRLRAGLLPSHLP
hK5 inh: kallikrein 5 (human) inhibition | Q9Y337 | hit rate 0.59% among 210,000 | AID 873 | recombinant hK5, fluorogenic AMC substrate cleavage | inhibition, % at 5 µM;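 active means inhibition of 40% or more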;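 further: 0% = enzyme controls without compound and 100% = no-enzyme blanks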
Target sequence (Q9Y337 67-293 limits assumed): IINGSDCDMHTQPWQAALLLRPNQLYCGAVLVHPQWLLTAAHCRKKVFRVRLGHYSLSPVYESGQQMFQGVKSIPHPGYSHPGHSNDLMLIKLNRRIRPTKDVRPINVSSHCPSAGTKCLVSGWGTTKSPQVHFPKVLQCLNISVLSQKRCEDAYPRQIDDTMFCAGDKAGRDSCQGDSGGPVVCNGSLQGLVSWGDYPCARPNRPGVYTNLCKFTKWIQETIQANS
14-3-3 Bad PPI: disrupts binding of bovine 14-3-3 zeta to phospho-Bad peptide | P63103 | TR-FRET 14-3-3zeta/Dy647-pBad peptide displacement, 1 h | inhibition, % at 21.7 µM | hit rate 0.71% among 220,000 | AID 781;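 active means inhibition above about 70%, limit read from the data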;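 further: 0% = full 14-3-3 plus peptide FRET controls and 100% = background without 14-3-3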
An asterisk follows results filed as active; / = not tested or not shown; [ ] = another dose, or the depositor's remark.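 How the source made its calls, unless noted: active means inhibition above about 30% (limit read from the data); inactive means the rest.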 The list is partial. The share of hits here may be higher or lower than overall.

[1] CN1CCN(c2cc(N3CCCCCC3)c(F)cc2[N+](=O)[O-])CC1
[2] COc1cc(/C=C/c2nc3ccccc3c(=O)n2-c2cccc(O)c2)ccc1O
[3] c1ccc(CN2CCN(Cc3ccc4c(c3)OCCO4)CC2)cc1
[4] O=C(CN1CCOCC1)Nc1ccc(Br)cc1C(=O)c1ccccc1
[5] OC(c1ccncc1)(c1ccc(F)cc1)c1ccc(F)cc1
[6] COc1ccccc1[As](=O)(O)CC(O)COc1ccc(Cl)cc1Cl (configuration not stated)

entry no.	1	2	3	4	5	6
Cl transport mod	0.772	-1.2	-0.532	0.0601	-0.746	-0.0353
EBV gp42 inh	-10.3	-8.3	-19.7	4.8	-11.7	-5.0
NCF1 inh	-25.5	-41.4	2.8	-3.7	-5.4	-11.2
thrombin 1536	-3.1	21.7	-7.8	0.7	-6.2	-0.8
Rad51 HR inh	-12.1	-21.0	-0.2	1.5	11.9	23.4
eIF4E 4G PPI	-1.4	10.5	-1.4	1.4	-5.2	-8.0
Furin inh	12.2	3.2	-16.2[20 µM]	-20.1[20 µM]	-21.4	-10.7
hK5 inh	-20.0	22.9	-1.4	-5.4	-21.2	1.3
14-3-3 Bad PPI	-17.4[fluorescence artefact?]	51.7	66.5	9.4	-32.5	-0.1

[7] COc1ccc(-c2nc3ccccc3c(=O)n2-c2nccs2)cc1
[8] CCN(CC)CCN=Cc1c(O)n(CCc2ccccc2)c(=O)[nH]c1=O
[9] C=CCn1c(O)c(C(C)=NC2CCN(Cc3ccccc3)CC2)c(=O)[nH]c1=O
[10] COc1ccc(Cn2c(N)c(C(=O)NCc3ccco3)c3nc4ccccc4nc32)cc1OC
[11] CCOP(=O)(Cc1ccc(C(=O)CC)o1)OCC
[12] CC(=NC1CCN(Cc2ccccc2)CC1)c1c(O)n(C)c(=O)n(C)c1=O

entry no.	7	8	9	10	11	12
Cl transport mod	-0.54	0.338	-0.0735	0.0945	-0.0482	0.25
EBV gp42 inh	-18.2	-27.4	-10.6	/	-1.6	10.6
NCF1 inh	-20.0	-5.8	-1.0	/	-4.5	-18.0
thrombin 1536	-17.5	-5.3	-0.8	-0.6	-7.7	-1.3
Rad51 HR inh	-8.0	-3.5	12.6	/	/	-9.2
eIF4E 4G PPI	3.5[fluorescence artefact?]	-3.3	-11.6	/	0.6	1.3
Furin inh	6.4[20 µM]	-2.7	-28.7	-13.3	-10.4	-24.4
hK5 inh	-5.0	-4.2	3.8	-61.0	0.6	-4.0
14-3-3 Bad PPI	20.8	-5.9	7.2	/	0.6	-1.2

[13] CC(C)CCN1CCN(Cc2c(F)cccc2Cl)CC1CCO (configuration not stated)
[14] COc1cc(OC)c(OC)cc1/C=C1\C(=O)NC(=O)N(Cc2ccccc2)C1=O
[15] Cc1cccc(N2C(=O)NC(=O)/C(=C\c3cnn(-c4ccccc4)c3)C2=O)c1
[16] N#Cc1c(/N=C/c2c(O)n(Cc3ccco3)c(=O)[nH]c2=O)sc2c1CCCC2
[17] N#Cc1ccccc1Cn1cc(C(=O)c2cccs2)c2ccccc21
[18] O=c1c2ccccc2nc(-c2ccco2)n1-c1nccs1

entry no.	13	14	15	16	17	18
Cl transport mod	0.0814	1.23	-0.0741	-1.31	-0.0658	1.06
EBV gp42 inh	1.2	-4.5	-3.6	-14.4	2.2	-0.6
NCF1 inh	7.8	-14.3	4.4	21.5	0.7	-11.8
thrombin 1536	-9.5	2.5	-3.3	-1.3	8.2	-0.4
Rad51 HR inh	-3.3	-195.6	10.8	/	1.4	-0.9
eIF4E 4G PPI	1.9	-1.9	5.9	11.9	-0.3	-5.3[fluorescence artefact?]
Furin inh	-13.0	2.5	-12.0[20 µM]	-10.7	-14.4[20 µM]	-22.4[20 µM]
hK5 inh	0.1	-17.1	13.6	-10.2	13.4	-2.0
14-3-3 Bad PPI	-5.3	-9.3	7.8	59.0	-1.8	13.9[fluorescence artefact?]

[19] Oc1ccc2ccccc2c1CN1CC=C(c2ccccc2)CC1
[20] Cc1ccccc1NC(=S)NC(NC(=O)CF)C(Cl)(Cl)Cl (configuration not stated)
[21] COc1ccc(NC(c2ccccc2F)P(=O)(Oc2ccccc2)Oc2ccccc2)cc1 (configuration not stated)
[22] c1ccc(C2CN3CCC2CC3)cc1 (configuration not stated)
[23] CC(Cc1ccccc1)NC(=O)/C=C/c1ccc(Cl)cc1 (configuration not stated)
[24] CC1=C(C(=O)Nc2ccccc2)S(=O)(=O)CCO1

entry no.	19	20	21	22	23	24
Cl transport mod	-0.0414	0.456	-0.691	-0.2	-1.99	0.876
EBV gp42 inh	-9.7	-18.7	-12.8	-24.3	-11.7	-6.3
NCF1 inh	-6.0	-5.0	-3.8	-13.2	-4.5	-3.8
thrombin 1536	-5.5	0.1	-11.0	-6.2	-5.1	-6.7
Rad51 HR inh	13.0	14.2	0.1	13.8	-3.7	/
eIF4E 4G PPI	-2.3	-1.1	-3.4	1.6	-4.1	-1.0
Furin inh	-22.7	-31.6	-27.2	-21.6	-10.6	-25.7
hK5 inh	-1.9	-12.8	-9.4	-4.1	-3.4	-3.2
14-3-3 Bad PPI	-14.3	-3.8[fluorescence artefact?]	-5.9	-3.7	-2.6	0.5

Complete entries as entered above. Screens in order: Cl transport mod	EBV gp42 inh	NCF1 inh	thrombin 1536	Rad51 HR inh	eIF4E 4G PPI	Furin inh	hK5 inh	14-3-3 Bad PPI
COc1ccc(-c2nc3ccccc3c(=O)n2-c2nccs2)cc1 in the list: -0.54	-18.2	-20.0	-17.5	-8.0	3.5[fluorescence artefact?]	6.4[20 µM]	-5.0	20.8
N#Cc1c(/N=C/c2c(O)n(Cc3ccco3)c(=O)[nH]c2=O)sc2c1CCCC2 in the list: -1.31	-14.4	21.5	-1.3	/	11.9	-10.7	-10.2	59.0
CC(C)CCN1CCN(Cc2c(F)cccc2Cl)CC1CCO (configuration not stated) in the list: 0.0814	1.2	7.8	-9.5	-3.3	1.9	-13.0	0.1	-5.3
COc1ccc(Cn2c(N)c(C(=O)NCc3ccco3)c3nc4ccccc4nc32)cc1OC in the list: 0.0945	/	/	-0.6	/	/	-13.3	-61.0	/

Following part
[25] CCOC(=O)C1C2c3ccccc3O[C@@]1(C)N=C1SCC(=O)N12 (some centres not stated)
[26] COc1c2c(cc3c1OCO3)CC[N+](C)=C2
[27] O=[N+]([O-])c1ccc(N2CCCC2)c2ncccc12
[28] O=C1/C(=C\c2ccccc2)C2OCC=C3CN4CCC56c7ccccc7N1C5C2C3CC46 (configuration not stated)
[29] Cc1nn(Cc2ccccc2Cl)c(C)c1C(=O)OCC(=O)NC1CCS(=O)(=O)C1 (configuration not stated)

entry no.	25	26	27	28	29
Cl transport mod	1.19	-0.214	-0.0526	-0.59	1.33
EBV gp42 inh	-12.0	-20.4	27.3	-6.7	-3.7
NCF1 inh	2.5	-1.7	-41.7	1.6	0.3
thrombin 1536	-18.8	-1.3	-2.0	0.5	-2.9
Rad51 HR inh	2.0	-2.8	-20.2	15.6	/
eIF4E 4G PPI	2.6	2.5	-1.6	-9.0	-2.6
Furin inh	-29.1	-18.7	-5.8	-15.6	-8.6
hK5 inh	-13.3	-1.1	-7.6	1.5	-11.2
14-3-3 Bad PPI	-4.8	1.9	3.5	6.9	-0.8[fluorescence artefact?]

Three structures out of the list, sorted by length of the SMILES, smallest number first.
[24] CC1=C(C(=O)Nc2ccccc2)S(=O)(=O)CCO1
[27] O=[N+]([O-])c1ccc(N2CCCC2)c2ncccc12
[28] O=C1/C(=C\c2ccccc2)C2OCC=C3CN4CCC56c7ccccc7N1C5C2C3CC46 (configuration not stated)

entry no.	24	27	28
Cl transport mod	0.876	-0.0526	-0.59
EBV gp42 inh	-6.3	27.3	-6.7
NCF1 inh	-3.8	-41.7	1.6
thrombin 1536	-6.7	-2.0	0.5
Rad51 HR inh	/	-20.2	15.6
eIF4E 4G PPI	-1.0	-1.6	-9.0
Furin inh	-25.7	-5.8	-15.6
hK5 inh	-3.2	-7.6	1.5
14-3-3 Bad PPI	0.5	3.5	6.9

Copied from the list.
In thrombin 1536, entry 8 is listed with -5.3
In EBV gp42 inh, entry 29 is listed with -3.7
In 14-3-3 Bad PPI, entry 17 is listed with -1.8
In Cl transport mod, entry 20 is listed with 0.456

Compound activity from PubChem.
